ABCB6 inh MLPCN: human ABCB6 transporter inhibition | Q9NP58 | AID 602162 | K562-ABCB6 porphyrin accumulation, flow cytometry, 1 h; active compounds read low | fluorescence ratio to DMSO, % at 10 µM | 360,000 compounds, 0.19% hits;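 active = fluorescence ratio to DMSO below 75%, the collection mean minus 3 SD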;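 note: signal is porphyrin accumulated inside mitochondria; 100% equals median channel fluorescence of DMSO control wells; lower ratio means ABCB6 inhibition with less porphyrin fluorescence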
Target sequence (Q9NP58 whole entry, looked up): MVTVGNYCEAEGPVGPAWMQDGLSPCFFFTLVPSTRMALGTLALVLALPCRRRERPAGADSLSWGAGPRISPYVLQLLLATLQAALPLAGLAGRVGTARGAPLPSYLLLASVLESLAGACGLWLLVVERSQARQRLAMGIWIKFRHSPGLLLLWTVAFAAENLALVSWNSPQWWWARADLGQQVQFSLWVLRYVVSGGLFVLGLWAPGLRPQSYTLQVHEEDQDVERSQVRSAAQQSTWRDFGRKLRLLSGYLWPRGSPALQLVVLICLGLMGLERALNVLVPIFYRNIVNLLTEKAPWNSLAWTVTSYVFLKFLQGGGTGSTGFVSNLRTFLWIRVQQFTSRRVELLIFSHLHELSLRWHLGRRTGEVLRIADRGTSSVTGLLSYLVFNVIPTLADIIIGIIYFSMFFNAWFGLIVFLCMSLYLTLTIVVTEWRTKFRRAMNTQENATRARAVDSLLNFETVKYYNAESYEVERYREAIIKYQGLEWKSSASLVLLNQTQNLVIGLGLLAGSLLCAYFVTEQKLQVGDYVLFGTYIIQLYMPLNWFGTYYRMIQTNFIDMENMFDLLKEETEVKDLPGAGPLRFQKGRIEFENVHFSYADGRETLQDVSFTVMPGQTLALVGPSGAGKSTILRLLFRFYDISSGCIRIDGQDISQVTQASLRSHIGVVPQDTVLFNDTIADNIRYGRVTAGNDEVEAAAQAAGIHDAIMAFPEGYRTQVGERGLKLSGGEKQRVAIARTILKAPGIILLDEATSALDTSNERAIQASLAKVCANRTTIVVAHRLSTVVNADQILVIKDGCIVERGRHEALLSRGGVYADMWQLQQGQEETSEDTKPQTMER
Vif inh: HIV Vif inhibition; HEK293T cells, Vif self-association by quenched fluorescence, imaging, 24 h; inhibition, % at 7.49 µM; 340,000 compounds, 0.35% hits; AID 602346; in the data active = inhibition above about 50%, passing the limit was not always enough; note: some results filed as inactive read as strong as hits
PDI turbidity: PDI (human) enzyme inhibition; P07237; PDI insulin aggregation turbidity, A650, 90 min; inhibition, % at 10 µM; 350,000 compounds, 0.052% hits; AID 588391;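 active = mean inhibition across replicates of 30% or more, whatever share of single replicates reach that level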;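 note: absorbance from insulin aggregation driven by PDI reduction with DTT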
aDG glyco act: alpha-DG glycosylation activation. activation, % at 10 µM. Pro5-aDG cells, alpha-DG glycosylation AlphaScreen (IIH6); 0% Pro5, 100% B10-LARGE cell signal. 360,000 compounds, 0.22% hits;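 active = activation of at least 8% versus controls, or a plate z-score of at least 8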;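 note: Pro5 are CHO cells carrying HIG-tagged alpha-DG that lacks glycosylation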
hiPSC survival: enhancers of human iPSC single-cell survival. 360,000 compounds, 0.044% hits. survival enhancement, % at 20 µM. AID 602274. hiPSC single-cell survival, ATPlite luminescence; 100% = ROCK inhibitor wells, 0% = DMSO; in the data active = survival enhancement above about 18%;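 note: cells exposed to compounds for 16 hours before the ATP read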
Glyco luc inh: N-linked glycosylation inhibition; D54 ERlucT glycosylation luciferase reporter, 24 h; percent of 100 nM tunicamycin response; reporter increase, % at 12.5 µM; 360,000 compounds, 0.23% hits; AID 588692;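 active = mean luciferase reporter signal, scaled so untreated is 0 and the glycosylation-blocking control 100, at or above a set limit in every replicate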;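 note: luciferase carries N-glycosylation sites so blocking glycosylation raises the light; 0% = median of neutral control wells and 100% = median of 100 nM tunicamycin wells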
Granule exo inh: lytic granule exocytosis inhibition; 360,000 compounds, 0.66% hits; TALL-104 LAMP-1 surface exposure, flow cytometry; cells stimulated with thapsigargin and PMA; AID 651702; inhibition, % at 10 µM;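 active = inhibition above about 55%, limit read from the data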
H9c2 protect: modulators protecting cardiomyocytes from myocardial damage; protection from H2O2 cell death, % at 20 µM; AID 588492; 360,000 compounds, 0.63% hits; H9c2 cardiomyocytes, H2O2 injury protection, ATPLite, 2 h;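 active = compounds giving at least 50% protection of heart cells from peroxide-induced death in the single-dose screen, raw or plate-pattern-corrected value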;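 note: 0% = DMSO wells with peroxide and 100% = DMSO wells without peroxide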
CaV13 FRET inh: Primary screen for inhibitors of IQ motif and Ca2+-dependent inactivation inhibitor domain binding in CACNA1D, Förster resonance energy transfer in living cells, … | HEK cells, CFP/YFP FRET ICDI-IQ, plate reader, 10 min; percent FRET-ratio fall versus neutral wells | inhibition, % at 12.3 µM | 340,000 compounds, 0.098% hits;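 active = mean replicate inhibition of at least 30% and at least 1% of replicates passing that level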;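 note: 0% = median of the neutral control wells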
HTR2A ag: agonists of mouse serotonin 5-HT2A receptor (HTR2A); P35363; CHO-K1 mHTR2A beta-arrestin complementation, luminescence; percent of 30 µM serotonin response; activation, % at 7.6 µM; 360,000 compounds, 0.66% hits;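 active = activation above a run cutoff, the mean activation of all tested compounds plus 3 SD, cut at about 14% in these data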;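 note: 0% = plate median of compound wells and 100% = 30 µM serotonin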
Numbers without * were called inactive; x = no result given. This is a random part of the collection. Share with any hit: about 3.1%.

canonical_smiles,ABCB6 inh MLPCN,Vif inh,PDI turbidity,aDG glyco act,hiPSC survival,Glyco luc inh,Granule exo inh,H9c2 protect,CaV13 FRET inh,HTR2A ag
COc1ccc(S(=O)(=O)N2CCCCC2)cc1NC(=O)CN1CCN(C(C)=O)CC1,92,7,8,-0.2,-0.4,-1,7,-2,-7,-1
CCCn1c(=S)[nH]c2cc(Cl)ccc21,102,-4,-3,-0.1,-0.6,3,6,0,-9,0
CC1(C)Oc2ccc3ccc(=O)oc3c2/C(=C/Nc2cccc(O)c2)C1=O,98,4,9,-0.7,-0.1,-2,11,13,3,17*
O=C(Oc1ccc2c(c1)OCC2=O)c1ccc(Cl)cc1,106,14,0,0.1,-0.6,3,3,1,-20,-2
Cc1ccc(NS(=O)(=O)c2ccc(CCC(=O)NC3CC3)cc2)cc1,101,24,6,-0.1,-1.3,-1,-4,-4,-4,-2
CC(=NCCCn1ccnc1)c1c(-c2ccccc2)[nH]n(-c2nc3ccccc3s2)c1=O,85,x,0,0.0,-2.5,x,4,59*,-5,4
O=C(c1ccco1)N1CCN(c2ncnc3c2cnn3-c2ccccc2)CC1,100,-7,3,0.1,5.7,-2,0,-6,-6,1
O=S(=O)(NC(=NC1CCCCC1)c1ccccc1)c1ccccc1,106,3,7,0.0,-0.1,2,-4,-4,-6,-4
COc1cc(C(=O)N2CCCC(C)(C(=O)NS(=O)(=O)C3CC3)C2)cc(OC)c1OC (configuration not stated),99,8,-5,0.2,-0.5,5,-5,3,-6,4
O=C(COc1ccc(F)cc1)N1CCCc2ccccc21,95,-19,4,-0.5,-0.2,3,3,-1,-2,3
CNc1oc(/C=C/c2ccccc2)nc1C#N,102,1,11,0.0,-0.9,-3,-6,-9,-5,0
O=C(CSc1nc(-c2ccccc2)nc2c1CCCC2)N1CCOCC1,98,2,-2,-0.1,-0.7,-4,0,9,x,2
O=C(COc1ccccc1[N+](=O)[O-])Nc1ccc2c(c1)OCO2,101,-3,-3,1.1,-0.4,-6,0,-4,2,5
COC(=O)c1ccc(COc2ccc(F)cc2)o1,100,-5,5,0.0,4.8,-1,-3,2,-4,-8
O=S(=O)(c1ccccc1)[C@@]1(c2ccc(Br)cc2)C[C@@H]2ON=C(c3ccccc3)[C@@H]2C1,99,-6,-4,-0.1,-1.4,-7,-5,-14,-9,-6
COc1ccc(C)cc1NC(=O)CSc1ccc(-c2ccco2)nn1,96,-2,1,0.8,-0.3,0,1,-6,-9,4
COc1cccc(OC)c1-c1nn(-c2ncc(C(F)(F)F)cc2Cl)c(=O)o1,94,0,-3,0.0,0.9,0,-4,-2,-17,-1
COc1ccc(S(=O)(=O)N(CCCN2CCCC2=O)Cc2cc3cc(C)c(C)cc3[nH]c2=O)cc1,101,-4,5,0.3,-2.1,2,-2,47*,-3,0
COc1ccccc1Cc1c(C2CCCCC2)nc2ccc(Br)cn12,109,x,x,0.0,-1.2,-1,13,-10,-7,-6
Cc1nc2ccc(NS(=O)(=O)c3ccc(F)cc3F)cc2s1,96,-5,3,0.3,-0.4,1,-1,-12,-6,22*
CCCC(=O)Nc1nnc(CCOC)s1,94,12,12,-0.3,-2.0,0,0,5,2,5
CCOC(=O)c1cnc2c(Cl)c(Cl)ccc2c1N1CCN(C)CC1,98,5,0,-0.4,-1.4,-2,2,30,-5,-2
CCN(CC)CCNC(=O)C1CCCCN1S(=O)(=O)c1cccc([N+](=O)[O-])c1 (configuration not stated),79,12,3,-0.1,0.0,2,3,7,-2,-5
CC(C)=C1C2CCC1C(C(=O)NCCc1ccccc1)C2C(=O)O (configuration not stated),98,10,-1,0.0,1.1,0,2,9,-5,3
COc1ccc(-n2c3c(c(=O)[nH]c2=O)C(NC(C)=O)(C(F)(F)F)C(=O)N3)cc1 (configuration not stated),101,13,2,0.2,0.8,1,3,-3,x,4
Cc1cc(-c2cc(-c3ccc(Cl)cc3)on2)nc(NC2CCCC2)n1,97,-2,2,0.2,3.6,2,-6,1,-10,0
CCOC(=O)C(Cc1ccccc1)C(=O)NCc1ccccc1 (configuration not stated),96,-1,1,0.0,0.5,0,13,1,-1,7
COc1ccc(CC(=O)NNc2ncnc3c2cnn3-c2ccc(C)cc2)cc1,96,3,6,0.2,-0.8,-1,-1,-8,-4,4
CC(=O)c1c(C)[nH]c(C(=O)COC(=O)CN2C(=O)C3CCCCC3C2=O)c1C (configuration not stated),99,-1,2,0.1,-0.5,0,1,-7,-2,0
CN1CC2(C(=O)c3ccccc3)CN(C)CC(C(=O)c3ccccc3)(C1)C2,90,1,13,-0.2,-1.0,-2,-2,-3,x,4
Cc1cc(=O)oc2cc(OCC(=O)Nc3nccs3)ccc12,104,8,-3,-0.1,-0.6,-6,3,-7,-2,2
O=C(Nc1ccc2c(c1)OCO2)c1csc([C@H]2C[C@H](O)[C@@H](CO)O2)n1,98,-4,-11,-0.4,0.1,-1,2,-4,-4,4
COC(=O)C1=C[C@@H](C(=O)OC)[C@@H]2C3=C(C(=O)[C@@]2(C)NC(=O)c2ccccc2)[C@H](C)C(C(=O)OC)=C(C(=O)OC)[C@@H]3C1,98,-2,1,-0.1,0.0,0,9,9,-12,-5
CCn1cc(C(=O)O)c(=O)c2cnc(N3CCN(C(=S)Nc4ccccc4Cl)CC3)nc21,99,-14,2,-0.1,-0.5,16,1,-1,-16,-1
O=C(COc1ccc2c(-c3ccccc3)cc(=O)oc2c1)NC1CCS(=O)(=O)C1 (configuration not stated),95,-12,x,0.3,-0.8,-2,-5,5,x,3
CC1(Cc2ccccc2Cl)C(=O)Nc2ccc(OC(F)(F)F)cc21 (configuration not stated),100,20,-1,0.5,0.1,-3,-1,-15,-7,4
CCS(=O)(=O)N1N=C(c2cccs2)CC1c1cc2cc(C)ccc2nc1Cl (configuration not stated),109,8,2,-0.1,0.3,-4,5,-8,-9,3
COc1cc(/C=C/C(=O)OCC(=O)Nc2c(C)n(C)n(-c3ccccc3)c2=O)cc(OC)c1OC,94,-1,8,0.2,-0.3,1,-4,-4,-2,-1
COc1ccc2nc(NC(=O)CSc3nc(SC)ns3)sc2c1,97,-14,9,0.3,-1.6,2,-1,-14,-3,1
O=C(O)C1Cc2ccccc2CN1C(=O)COc1ccc(Br)cc1 (configuration not stated),98,2,7,-0.2,2.2,0,-3,9,-2,4
Oc1ccc(C(=S)N2CCCCC2)cc1Cl,98,-5,-1,0.0,-0.5,0,-2,-4,0,-2
CC1=CC(C)(C)NC(=S)N1CCO,100,15,1,-0.1,-2.0,0,8,7,-6,2
O=C(NCc1ccc2c(c1)OCO2)Nc1cccc2ccccc12,98,7,-1,0.2,-0.2,-1,2,1,-7,-2
CCC(=O)N(CC(=O)Nc1sc(C)c(C)c1C(N)=O)C1CCCCC1,102,7,0,-0.1,2.5,-2,5,3,-7,-2
COc1ccc(OC)c(S(=O)(=O)CC(=O)c2cc3ccc(OC)cc3oc2=O)c1,116,3,-1,0.1,-0.7,-2,-2,-2,x,-4
COc1ccc(-c2ccc3c(c2)c(Sc2ccccc2)c(-c2cc(OC)cc(OC)c2)n3C)cc1,99,x,x,-0.2,0.2,x,-3,x,-10,6
O=C(Cc1ccccc1)Nc1ccc(NC(=O)c2cccs2)c(Cl)c1,99,10,8,0.1,-3.0,-2,1,2,-4,-2
COc1cccc(/C=N/NC(=O)CNC(=O)c2cccnc2)c1O,96,5,7,0.0,-0.5,1,14,29,-13,0
COC(=O)N/N=C(\C)c1ccco1,104,3,0,-0.1,0.0,1,2,-1,2,1
COc1cc2c(cc1OC)CN(C(=O)/C=C/c1cc(OC)c(OC)c(OC)c1)CC2,98,x,4,0.0,0.1,6,-8,16,-3,5
O=C(NCc1ccc2c(c1)OCO2)C1CCCN1S(=O)(=O)c1ccc(Cl)cc1 (configuration not stated),90,-4,-3,-0.3,0.9,-1,0,0,-3,5
Cc1noc(C)c1C(=O)N1CCCC(C(=O)c2ccc(Cl)cc2)C1 (configuration not stated),98,7,2,0.0,-0.6,0,-6,4,-4,-5
CCOc1cc(/C=N\NC(=O)OC)ccc1OC(=O)c1ccco1,102,-1,-1,0.3,-1.0,2,4,-2,-1,1
Cc1cc(NC(=O)CCSc2ccccc2)ccc1Br,95,4,-5,-0.4,-0.6,4,11,-6,-5,-3
CCc1c(C)sc(NC(=O)c2cccs2)c1C(=O)OC(C)C,100,0,-3,0.1,-1.0,-4,0,-6,x,3
Cc1ccc(NC(=O)CN(C)C(=O)Cc2c[nH]c3ccccc23)cc1,101,1,6,0.1,-0.5,3,25,-2,-17,-11
CCc1ccc(N2C(=O)CC(NNc3nc4ccccc4s3)C2=O)cc1 (configuration not stated),94,-4,3,0.0,-0.6,6,-2,1,-8,-2
COc1ccccc1NC(=O)Cn1cnc2c(cnn2-c2ccc(C)c(C)c2)c1=O,97,-6,-5,-0.2,-2.5,-3,4,5,x,3
COc1ccc(CCNC(=O)C(C(=O)c2ccccc2)n2cc(Cl)ccc2=O)cc1OC (configuration not stated),103,-5,3,-0.2,-0.8,1,7,8,-1,1
